697 NFkB inh: inhibitors of the PMA/ionomycin-induced NF-kB reporter in 697 B cells; inhibition, % at 4 µM; 0.33% of 330,000 active; AID 435022; 697 B-cell NF-kB luciferase reporter, 16 h; in the data active = inhibition above about 35%
Mdm2 MdmX PPI: disrupts the human Mdm2-MdmX interaction | SaOS-2 split-luciferase Mdm2/MdmX complementation, luminescence | inhibition, % at 8 µM | 3% of 330,000 active | AID 485346 | O15151+Q00987;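 active = inhibition of at least 50% at 8 µM in the primary screen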
Target sequence (O15151 whole entry, looked up): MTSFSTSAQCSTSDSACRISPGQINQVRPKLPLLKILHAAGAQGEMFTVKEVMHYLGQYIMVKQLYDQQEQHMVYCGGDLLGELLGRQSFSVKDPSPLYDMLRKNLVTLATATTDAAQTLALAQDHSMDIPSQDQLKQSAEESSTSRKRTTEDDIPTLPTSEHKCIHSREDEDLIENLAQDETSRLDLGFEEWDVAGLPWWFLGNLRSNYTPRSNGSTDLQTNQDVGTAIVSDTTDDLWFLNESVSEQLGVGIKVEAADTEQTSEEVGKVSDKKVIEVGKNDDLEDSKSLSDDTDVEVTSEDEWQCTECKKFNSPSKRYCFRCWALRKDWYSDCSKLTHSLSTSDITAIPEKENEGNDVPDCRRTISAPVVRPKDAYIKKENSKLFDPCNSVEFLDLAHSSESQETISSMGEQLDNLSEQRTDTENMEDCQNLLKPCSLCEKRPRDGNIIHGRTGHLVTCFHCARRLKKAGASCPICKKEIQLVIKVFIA
Target sequence (Q00987 whole entry, looked up): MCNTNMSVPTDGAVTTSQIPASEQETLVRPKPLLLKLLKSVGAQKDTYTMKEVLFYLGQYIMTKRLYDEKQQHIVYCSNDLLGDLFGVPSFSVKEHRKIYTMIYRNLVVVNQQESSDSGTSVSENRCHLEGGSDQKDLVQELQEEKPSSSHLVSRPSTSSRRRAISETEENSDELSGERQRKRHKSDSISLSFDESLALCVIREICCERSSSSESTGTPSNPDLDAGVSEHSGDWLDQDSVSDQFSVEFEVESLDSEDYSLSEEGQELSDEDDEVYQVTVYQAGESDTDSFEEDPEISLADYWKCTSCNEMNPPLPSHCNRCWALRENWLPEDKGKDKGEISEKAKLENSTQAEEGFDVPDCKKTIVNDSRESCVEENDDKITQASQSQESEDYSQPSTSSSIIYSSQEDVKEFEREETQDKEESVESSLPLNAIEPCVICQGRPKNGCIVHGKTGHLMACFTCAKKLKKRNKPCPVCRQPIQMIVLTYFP
APJ antagonist: blocks the human apelin receptor APJ | P35414 | CHO-K1 APJ beta-arrestin complementation, luminescence | inhibition, % at 20 µM | 0.32% of 330,000 active;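 active = inhibition above about 40% at 20 µM, limit read from the data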;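 also: cells challenged with 10 nM apelin-13 agonist together with compound; plate controls were apelin-13 plus DMSO wells for no effect and DMSO wells lacking apelin-13 for full effect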
APJ ag: activates the human apelin receptor APJ | P35414 | CHO-K1 APJ PathHunter beta-arrestin, luminescence; 0% DMSO wells, 100% apelin | activation, % at 20 µM | 0.11% of 330,000 active | AID 2520;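 active = activation more than six SD over the plate average, tested at 20 µM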;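 also: 0% = DMSO alone and 100% = apelin-13 at 10 nM; some results filed as inactive read as strong as hits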
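assay system = CHO-K1 APJ beta-arrestin complementation cell line | input = cell density 1000 per well | dosing = compound 20 µM once, DMSO 1% | timing = compound 90 min 25 °C, reagent 1 h | measured by = luminescence from split beta-galactosidase complementation, Galacton Star/Emerald II substrate | read-out basis = APJ agonist activity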
tim23-1 inh: inhibits growth of tim23-1 mutant yeast | S. cerevisiae tim23-1 growth, BacTiter-Glo luminescence, 24 h | inhibition, % at 20 µM | 1.3% of 330,000 active | AID 463212;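 active = growth inhibition of the mutant yeast at or above 50%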;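 also: temperature-sensitive mutant grown at 25 °C; plate controls were DMSO-treated mutant yeast for no effect and medium wells lacking yeast for full effect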
CHOP UPR activ: activators of apoptotic arm of unfolded protein response (CHOP) | CHO-CHOP luciferase reporter, UPR activation, luminescence; percent of tunicamycin response over DMSO baseline | activation, % at 10 µM | 0.34% of 330,000 active | AID 449763;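 active = at 10 µM dose, activation of 40% or more, normalized to positive control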;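 also: 100% = tunicamycin at 10 µg/mL and 0% = DMSO alone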
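Evaluation: % reporter activation, DMSO baseline versus tunicamycin full activation; System: CHO-CHOP luciferase reporter cell line; Input: 500 cells/well; Incubation: 6 h compound treatment, 37 °C; Measured by: Steady-Glo luciferase luminescence; Dosing: one dose, 10 µM in 0.5% DMSO; Buffer or medium: F12 medium, 10% FBS; Benchmarks: positive tunicamycin 10 µg/mL, negative DMSO alone.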
Jurkat NFkB inh: lowers PMA/ionomycin-induced NF-kB signal in Jurkat cells. PMA/ionomycin-induced NF-kB luciferase reporter, luminescence. inhibition, % at 4 µM. 0.53% of 330,000 active. AID 435003; in the data active = inhibition above about 50%
UPR XBP1 act: adaptive UPR (XBP1) activation | CHO-XBP1 luciferase reporter, IRE1-XBP1 UPR activation, luminescence; percent of tunicamycin response, DMSO as zero | activation, % at 20 µM | 0.33% of 330,000 active | AID 463104;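 active = versus positive control, 20 µM dose yields 30% or more activation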;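 also: 100% = tunicamycin at 10 µg/mL and 0% = DMSO only wells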
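Test system: CHO-XBP1 luciferase reporter cells | Buffer or medium: Serum-containing F12 medium, 10% FBS | Schedule: 6 h compound exposure at 37 °C, 5% CO2 | Detection: Steady-Glo luciferase glow luminescence, 10 min after reagent addition | Read-out basis: Activation, % of tunicamycin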
An asterisk follows results filed as active. Rows were taken by chance; 5% or so of the library scored in one or more.

SMILES	697 NFkB inh	Mdm2 MdmX PPI	APJ antagonist	APJ ag	tim23-1 inh	CHOP UPR activ	Jurkat NFkB inh	UPR XBP1 act
COc1ccc(CCN2C(=O)CC(N3CCOCC3)C2=O)cc1 (stereo not given)	9	15	19	-6	9	0.8	6	1
CC1c2c([nH]c3ccccc23)CCC1C(=O)O (stereo not given)	-1	19	-18	-1	1	-1.4	2	-1
CN1CCc2nc3ccccc3c(C(=O)OCC(=O)N(CCC#N)c3ccccc3)c2C1	26	26	-5	1	30	0.0	2	-3
C/C(=N\NC(=O)CCc1c[nH]c2ccccc12)c1cccc([N+](=O)[O-])c1	4	24	7	-3	21	-1.1	-9	-1
CCS(=O)(=O)N1CCN(c2nc(-c3ccccc3)cs2)CC1	-4	10	-7	-2	8	0.9	-12	4
COc1ccc(CNC(=O)COC(=O)C2CCN(S(=O)(=O)c3ccccc3C(F)(F)F)CC2)cc1	-8	3	2	1	6	0.2	1	-4
CC1CCN(S(=O)(=O)c2ccc(C(=O)Nc3nnc(-c4ccccn4)o3)cc2)CC1	4	33	-2	0	3	-0.1	-8	-1
CC(C)CN1CCN(Cc2c[nH]c3ccccc23)CC1CCO (stereo not given)	5	1	4	0	-7	0.1	10	-1
Cc1ccc2oc(C(=O)Nc3ccc(S(=O)(=O)Nc4onc(C)c4C)cc3)cc(=O)c2c1	-11	16	-10	-2	7	1.5	2	-1
CCOC(=O)c1cc(NC(=O)C2C3CCC(O3)C2C(=O)O)cc(C(=O)OCC)c1 (stereo not given)	11	17	17	-5	-5	-0.9	5	-3
CCOC(=O)c1cccc(NC(=O)CCc2nnc3ccc(N4CCCCC4)nn23)c1	-47	20	10	7	-2	2.5	3	2
N#CC1=C(SCc2ccccc2)NC(=O)CC1c1ccccc1 (stereo not given)	20	5	14	8	-2	-1.0	9	0
CN(C)S(=O)(=O)c1ccc(C(=O)Oc2ccccc2)cc1	6	3	-6	-2	28	1.4	3	3
COc1cc(/C=N/OCC(=O)NC2CCS(=O)(=O)C2)ccc1OC(F)F (stereo not given)	3	14	10	-1	-6	-1.8	2	-1
C/C(=N\N1CCN(Cc2ccc(C)cc2)CC1)c1ccco1	-31	-30	2	6	0	2.5	-13	1
COc1ccc(OC)c(N(CC(=O)Nc2cccnc2)S(=O)(=O)c2ccccc2)c1	-10	11	-1	-4	13	-1.3	13	-1
Cc1noc(N)c1C(=O)Nc1ccccc1F	6	0	-20	-4	6	-3.5	3	-2
COC(=O)c1ccc(C2NC(=O)c3c(sc(C)c3C)N2)cc1 (stereo not given)	-20	50	1	-4	-7	0.6	-29	1
Cc1cc(C)c(NC(=O)C2C3/C=C\CCCCC32)c(C)c1 (stereo not given)	-57	25	4	-2	-17	3.0	-28	6
O=C(NC1CCCCC1)N(Cc1ccccc1)Cc1ccco1	12	3	3	-4	18	-1.6	20	-3
CCc1cc(Cn2nc(-c3ccccc3)cc2C(=O)NCc2ccc(C)cc2)on1	10	-28	4	4	12	-0.6	5	-5
CCCc1cc(=O)oc2cc(C)cc(OC(C)C(=O)NCc3ccccn3)c12 (stereo not given)	14	19	4	-1	2	-1.8	3	-2
CCCC(=O)C1=C(N(C)c2ccccc2)CC(C)(C)CC1=O	-11	3	-1	-1	17	1.0	-4	0
CC(C)CC(c1nnnn1C(C)C)N1CCN(c2ccccc2)CC1 (stereo not given)	18	-2	2	-5	6	-0.2	6	-2
O=C1C2CCCN2C(=O)N1CCCN1CCN(c2cccc(Cl)c2)CC1 (stereo not given)	-27	21	1	6	6	4.6	13	-3
O=C(NCC(=O)N1CCN(S(=O)(=O)c2ccccc2F)CC1)c1ccc(Br)o1	11	1	-10	-2	-4	-1.9	-1	-4
O=C(c1ccc(Cl)c(Cl)c1)N1CCCC1	4	2	7	1	4	0.0	8	-2
Cc1cc(C)nc(NN2C(=O)/C(=C/c3ccccc3)SC2=S)n1	11	-34	-24	-3	15	-0.5	5	-2
Cc1ccccc1C(=O)NN1CC(C(=O)OCc2ccc(Cl)c(Cl)c2)CC1=O (stereo not given)	2	-1	-2	-6	16	0.0	10	-6
COc1ccc(CCNC(=O)CS(=O)(=O)Cc2nc(-c3ccccc3Cl)oc2C)cc1OC	-10	23	20	1	20	2.2	19	-1
Cc1occc1-c1nnc(SCC(=O)O)n1-c1ccccc1	-8	-27	4	-2	10	0.8	-9	-5
Cc1cc(C)cc(NC(=O)c2sc3nc4n(c(=O)c3c2C)CCC4)c1	-44	12	13	-7	25	1.9	-6	1
CCOc1ccc(S(=O)(=O)N2CCC(C(=O)N3CCN(Cc4ccccc4)CC3)CC2)cc1	0	25	9	-6	6	-0.7	19	1
COc1ccc(/C=C2\SC(=O)N=C2N)cc1	-3	2	3	-2	0	6.3	-17	3
COc1ccc(C(=O)c2ccccc2)c(OCC(=O)NC2CC2)c1	-7	2	19	3	-1	-0.5	-11	-1
Cc1csc2c(N3CCN(C(=S)Nc4ccc(F)cc4F)CC3)ncnc12	-9	38	-10	7	36	1.1	10	-2
CC(OC(=O)CN(C)S(=O)(=O)c1ccc(Cl)cc1)C(=O)Nc1ncc(Cl)cc1Cl (stereo not given)	15	6	-11	-2	20	0.3	8	-2
Cc1ccc(NC(=S)NCC23C=CC(O2)C2C(=O)N(c4ccc(C)cc4)C(=O)C23)cc1 (stereo not given)	-6	-6	-7	0	29	3.4	-5	-5
O=C(CNC(=O)c1ccc2c(c1)OCO2)Nc1cccc(Br)c1	19	-3	-11	0	19	-1.7	14	-1
O=C(COC(=O)CCN1C(=O)/C(=C\C=C\c2ccccc2)SC1=S)Nc1ccc(Br)cc1	20	26	-5	-2	54*	-1.6	-23	-6
CCOc1cc(/C=N/NC(=O)c2cc(C)n(-c3ccc(F)cc3)c2C)ccc1O	15	-2	-7	-6	18	1.2	9	2
O=S(=O)(c1ccccc1C(F)(F)F)N1CCC(n2cnc3ccccc32)CC1	0	12	9	-1	36	-2.6	8	-2
Cc1ccc(NCCNc2ccc(C)cc2)cc1	-31	9	10	3	28	4.6	-24	2
COc1cccc(CNC(=O)COC(=O)c2cc([N+](=O)[O-])ccc2N2CCCC2)c1	17	-3	9	-4	24	-1.5	-5	3
O=C1c2ccsc2SCCN1Cc1c(F)cccc1Cl	3	9	-17	-2	29	0.4	0	7
COc1cccc(C2CCCN2Cc2nc(CCC(C)C)no2)c1 (stereo not given)	7	4	4	-1	17	-1.3	5	-3
COc1ccc(C(=O)NCC(=O)N/N=C/c2ccc([N+](=O)[O-])s2)cc1OC	10	41	1	3	22	-2.4	16	0
Cc1cc(C)nc(NS(=O)(=O)c2ccc(NC(=O)c3ccco3)cc2)n1	-22	-3	-21	0	-5	1.4	4	-1
CC1Oc2ccccc2N(CC(=O)Nc2ccccc2F)C1=O (stereo not given)	3	9	-20	-3	0	-0.1	-3	-3
Cc1cc(C)n(-c2ccc(C(=O)Nc3ccc(N4CCOCC4)cc3)cc2)n1	10	7	-1	-3	6	0.0	0	-2

2 compounds from above, limited to Mdm2 MdmX PPI and UPR XBP1 act.
compound | Mdm2 MdmX PPI | UPR XBP1 act
COc1cccc(C2CCCN2Cc2nc(CCC(C)C)no2)c1 (stereo not given) | 4 | -3
COc1ccc(C(=O)NCC(=O)N/N=C/c2ccc([N+](=O)[O-])s2)cc1OC | 41 | 0

(next part)
SMILES	697 NFkB inh	Mdm2 MdmX PPI	APJ antagonist	APJ ag	tim23-1 inh	CHOP UPR activ	Jurkat NFkB inh	UPR XBP1 act
Cc1cc[n+](CC(=O)c2ccccc2)c2ccccc12	13	35	-2	-2	31	-0.2	1	-2
CC(C)NC(=O)CN(C(=O)CCC(=O)Nc1nccs1)c1ccc(C(C)C)cc1	-25	16	-5	0	11	0.7	16	1
Cc1cccc(Cc2nnc(CCC(=O)NCc3cn4ccccc4n3)o2)c1	-1	5	-6	-3	4	0.2	-1	0
O=C(CSCc1c(Cl)cccc1Cl)NN1C(=O)c2ccccc2C1=O	-2	-4	7	-2	38	-0.4	2	-2
CSc1cc(-c2ccccc2)n(C)c(=O)c1C#N	6	4	5	-3	3	-1.7	13	-1
Cc1ccc(OCC(=O)Oc2cccc(C)c2)cc1	-8	-2	-5	1	-1	2.3	1	-2
CCOC(=O)CSc1nc(=O)n2ccccc2n1	20	0	5	-4	9	-0.2	-2	-1
COc1ccc(OCC(=O)OCC(=O)c2ccc(OC)c(F)c2)cc1	10	-29	-4	-2	17	-0.2	6	-1
COc1cc(NC(=O)c2ccccc2)c(OC)cc1NC(=O)CN1C(=O)NC2(CCCCC2C)C1=O (stereo not given)	6	-11	-5	1	15	-1.9	-1	1
CC(=O)Oc1c(C(=O)c2nnc(C)o2)c(=O)n(C)c2ccccc12	7	14	0	0	6	0.1	2	-2
O=C(NC(CC(=O)N1CCCC(C(F)(F)F)C1)c1ccccc1)c1ccccc1Cl (stereo not given)	3	6	21	-2	8	0.5	18	-5
C[C@H]1CN=C(Nc2ccccc2)N1CCC1CCCC1	-3	12	1	4	-5	-0.9	7	3
O=C(CSc1nc2ccccc2o1)N/N=C/c1ccc(C(=O)O)cc1	2	-8	-8	-2	19	0.5	-15	-1
CC1CN(C(=O)c2ccc(Cl)c(S(=O)(=O)NCc3ccco3)c2)CC(C)O1 (stereo not given)	7	-8	19	-1	-7	0.1	7	-1
COc1ccccc1NC(=O)Nc1ccccc1N1CCOCC1	0	-19	5	-3	6	2.9	3	5
O=C(CCSc1ccccc1)N1CCCC1	-77	-47	-1	-2	-1	4.4	-77	1
COc1ccc(NC(=O)CSc2n[nH]c(-c3ccccc3)n2)cc1S(N)(=O)=O	8	-25	-4	-1	10	0.0	5	-3
O=C(Nc1ccc2c(c1)OCO2)C(c1ccccc1)N1CCC2(CC1)OCCO2 (stereo not given)	14	10	20	3	5	-2.2	1	-1
CCOP(=O)(OCC)C1NC(=O)N(c2ccccc2)C1=O (stereo not given)	-13	1	5	-4	16	-1.4	5	-2
Cc1cc(NC(=O)Nc2ccc(OCc3ccccc3)cc2)n(C)n1	-5	-3	20	-1	10	0.0	-5	4

By substructure, the entries above containing a thiophene ring, fused or not.
SMILES	697 NFkB inh	Mdm2 MdmX PPI	APJ antagonist	APJ ag	tim23-1 inh	CHOP UPR activ	Jurkat NFkB inh	UPR XBP1 act
COC(=O)c1ccc(C2NC(=O)c3c(sc(C)c3C)N2)cc1 (stereo not given)	-20	50	1	-4	-7	0.6	-29	1
Cc1cc(C)cc(NC(=O)c2sc3nc4n(c(=O)c3c2C)CCC4)c1	-44	12	13	-7	25	1.9	-6	1
Cc1csc2c(N3CCN(C(=S)Nc4ccc(F)cc4F)CC3)ncnc12	-9	38	-10	7	36	1.1	10	-2
O=C1c2ccsc2SCCN1Cc1c(F)cccc1Cl	3	9	-17	-2	29	0.4	0	7
COc1ccc(C(=O)NCC(=O)N/N=C/c2ccc([N+](=O)[O-])s2)cc1OC	10	41	1	3	22	-2.4	16	0

(further entries)
SMILES	697 NFkB inh	Mdm2 MdmX PPI	APJ antagonist	APJ ag	tim23-1 inh	CHOP UPR activ	Jurkat NFkB inh	UPR XBP1 act
O=C(OC(C(=O)NCc1ccccc1)c1ccccc1)c1ccco1 (stereo not given)	8	17	0	-1	18	1.6	-5	0
CCCN1CCC(=O)N(CCSc2ccccc2)CC1	-109	-40	14	-2	5	3.9	-108	3
C=CCNC(=S)N/N=C(\C)c1ccc(-n2ccnc2)cc1	-10	1	7	-3	-1	1.4	4	2
COc1cccc2c1Oc1cc([N+](=O)[O-])cc(N(C)C(C)=O)c1C=C2	20	23	-17	1	33	0.4	24	7
